TDP1 cell CPT – growth inhibition of DT40 Tdp1-/-;hTDP1 cells with camptothecin (screen for TDP1 inhibitors) | AID 686979 | chicken DT40 Tdp1-/-;hTDP1 cells + 20 nM CPT, ATP luminescence, 48 h | hit rate 12% among 420,000 | Potency, µM (series often up to 46.2 µM), for the others: at the top dose activity change, negative = growth inhibition, hits mostly inhibitors; note: nearly all actives have a fitted effect of over 55% in size
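Chicken DT40 Tdp1-/- cells stably complemented with human TDP1 were seeded at 400 cells/well in medium containing 20 nM camptothecin, exposed to pin-transferred compounds, and grown at 37 °C for at least 48 hr. Viability was read as ATP luminescence.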
KAT2A inh – blocks human GCN5L2 histone acetyltransferase; GCN5L2 HAT assay, ThioGlo1 CoA-SH fluorescence; Potency, µM (top dose mostly 58.9 µM), without a hit: at the top dose activity change, negative = inhibition, usual class: inhibitors; hit rate 0.21% among 390,000
Target sequence (Q92830 whole entry, looked up): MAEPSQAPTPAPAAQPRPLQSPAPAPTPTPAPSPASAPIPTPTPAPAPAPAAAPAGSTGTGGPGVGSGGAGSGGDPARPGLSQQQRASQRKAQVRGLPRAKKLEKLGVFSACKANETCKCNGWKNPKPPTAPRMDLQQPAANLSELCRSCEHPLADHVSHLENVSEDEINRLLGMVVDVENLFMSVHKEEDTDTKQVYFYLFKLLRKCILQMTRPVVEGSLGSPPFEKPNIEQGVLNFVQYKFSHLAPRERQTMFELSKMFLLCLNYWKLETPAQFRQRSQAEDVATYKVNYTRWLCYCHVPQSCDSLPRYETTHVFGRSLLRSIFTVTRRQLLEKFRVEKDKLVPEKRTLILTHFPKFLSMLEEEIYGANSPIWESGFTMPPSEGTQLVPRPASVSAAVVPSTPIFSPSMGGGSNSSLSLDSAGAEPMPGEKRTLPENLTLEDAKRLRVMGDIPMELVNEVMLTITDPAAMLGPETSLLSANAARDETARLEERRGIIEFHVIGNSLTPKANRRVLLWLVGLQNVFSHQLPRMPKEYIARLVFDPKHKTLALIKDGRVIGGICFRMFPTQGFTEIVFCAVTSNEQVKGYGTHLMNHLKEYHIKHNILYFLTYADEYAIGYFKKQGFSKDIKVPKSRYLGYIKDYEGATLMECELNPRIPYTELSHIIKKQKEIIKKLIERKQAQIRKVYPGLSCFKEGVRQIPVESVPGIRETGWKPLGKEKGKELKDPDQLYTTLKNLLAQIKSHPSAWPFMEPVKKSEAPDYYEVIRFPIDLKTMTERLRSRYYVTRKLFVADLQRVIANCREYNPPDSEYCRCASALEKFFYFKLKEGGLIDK
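GCN5L2 (20 nM) in 50mM HEPES pH 7.5, 0.1mM EDTA, 0.01% Tween-20 preincubated 15 min with compounds at room temperature. Reaction started with H3(1-25) 75uM, acetyl-CoA 70uM, ThioGlo1 50uM; CoA-thiol fluorescence (Ex340/Em540) read at 0 and 20 min.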
DT40 TDP1 no CPT – qHTS for Inhibitors of human tyrosyl-DNA phosphodiesterase 1 (TDP1): qHTS in cells in absence of CPT | DT40 Tdp1-/- hTDP1 cells, no CPT, ATP luminescence, 48 h | hit rate 15% among 420,000 | Potency, µM (top dose mostly 46.2 µM), for the others: top-dose activity change, negative = growth inhibition, actives largely listed as inhibitors; note: nearly all actives have a fitted effect of over 55% in size
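Readout: luminescence from CellTiter-Glo after 30 min in the dark at RT. Cells: DT40 Tdp1-/- with stable hTDP1, 400/well. Exposure: compounds alone, ≥48 hr, 37 °C.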
The depositor's hits bear a star; ? = inconclusive; nt = not tested or not shown; & = joins results of further samples; ! = not confirmed by another sample; [ ] = dose if it differs, or a comment. Calls come from the whole dose curve; as a rule, active = well fitted curve in the direction sought with a large enough effect; inconclusive = small, poorly fitted or top-dose-only effect, or another doubt; inactive = no such curve, though single readings can be large; an effect the other way counts as inactive or inconclusive. % is set by controls: 0 for no effect and ±100 for the full control effect; potency is the fitted concentration of half-maximal effect.

smiles | TDP1 cell CPT | KAT2A inh | DT40 TDP1 no CPT
COc1ccc(-n2nc(C(=O)NCC(=O)N3CCN(Cc4ccccc4)CC3)c3ccccc3c2=O)c(OC)c1 | -20% | -23% | ?
CC(C)NC(=O)Cn1ccc2cc(S(=O)(=O)N3CCCCCC3)ccc21 | ? | -7% | ?
COCCNC(=O)c1ccc(N2CC3CC(C2)c2cccc(=O)n2C3)c(NC(=O)c2ccccc2Br)c1 (centres undefined) | -9% | nt | -8%
O=C(/C=C/c1ccco1)c1ccccc1O | -4% | ? | -27%
O=C1CN(C(=O)COc2ccc(F)cc2Br)c2ccccc2N1 | 1% | 1% | 0%
CC(=O)NCCC(=O)N(Cc1ccccc1)c1nc2c(C)cccc2s1 | -26% | -28% | 5%
COc1cc(NC(=S)NCCN2CCOCC2)cc(OC)c1OC | 0% | -19% | 26%
Cc1c(NC(=O)c2cccc(F)c2)c(=O)n(-c2ccccc2)n1C | -4% | -1% | 1%
O=C(NC(=S)N1CCCC1)c1ccccc1Cl | 0% | -9% | 20%
COc1ccc(N2C(=O)C3CCCN3C2c2ccccc2)cc1 (centres undefined) | 14% | -4% | -11%
Cn1nc(OC(=O)Nc2cccc(Cl)c2)cc1C(F)(F)F | ? | 0%[0.501 µM] | ?
Cc1ccc(C)c(NC(=O)CSc2nc3c([nH]c4ccccc43)c(=O)n2-c2ccc(F)cc2)c1 | 15µM* | 4% | 13µM*
S=C(NCCc1ccccc1)N/N=C/c1cccc(Cl)c1Cl | -4% | -26% | 6%
CC1(C)N=C(N)N=C(N)N1c1cccc(C#N)c1 | ? | nt | 1µM*
Cc1occc1-c1nnc(SCC(=O)Nc2ccccn2)o1 | ? | -4% | ?
CCOc1ccc(CNC(=O)CN2C(=O)C3CCCCN3c3ccc(C(=O)N4CCCC4)cc32)cc1 (centres undefined) | -27% | 2% | ?
O=P(Cc1cccc2ccccc12)(c1ccccc1)c1ccccc1 | ? | nt | 21µM*
COc1ccc(C(=O)NCC(=O)OCc2ccc(Cl)cc2Cl)cc1OC | 17% | -8% | -4%
COc1ccc(-n2c(SCC(=O)N/N=C/c3ccccc3OCC(=O)O)nc3ccccc3c2=O)cc1 | -22% | 0% | 9%
CCn1c(N2CCN(C(=S)Nc3ccc(OC)cc3)CC2)nc2ccccc21 | 15µM* | 0% | 15µM*
CCCC[C@H]1COCCS(=O)(=O)N1Cc1cccc(F)c1 | ? | -2% | 13µM*!
CCC(Sc1nc(-c2cccc(OC)c2)c(C#N)c(=O)[nH]1)C(=O)Nc1nnc(C(C)C)s1 (centres undefined) | -11% | 16% | 36%[activator]
Cc1cc(C(=O)NCC2CCC3(CCN(Cc4cc(F)ccc4F)CC3)O2)n(C)n1 (centres undefined) | -12%[9.04 µM] | nt | ?
COc1cccc(CN(C)C(=O)c2ccc(S(=O)(=O)Nc3ccccc3C)cc2)c1OC | -27% | nt | -46%

4 consecutive compounds already listed, for reference:
smiles | TDP1 cell CPT | KAT2A inh | DT40 TDP1 no CPT
COc1ccc(-n2nc(C(=O)NCC(=O)N3CCN(Cc4ccccc4)CC3)c3ccccc3c2=O)c(OC)c1 | -20% | -23% | ?
CC(C)NC(=O)Cn1ccc2cc(S(=O)(=O)N3CCCCCC3)ccc21 | ? | -7% | ?
COCCNC(=O)c1ccc(N2CC3CC(C2)c2cccc(=O)n2C3)c(NC(=O)c2ccccc2Br)c1 (centres undefined) | -9% | nt | -8%
O=C(/C=C/c1ccco1)c1ccccc1O | -4% | ? | -27%

Later entries
smiles | TDP1 cell CPT | KAT2A inh | DT40 TDP1 no CPT
O=C(COc1ncnc2ccccc12)N1CCN(S(=O)(=O)c2ccccc2)CC1 | -1% | -4% | -6%
Cc1ncc(CN2CCCC(C(=O)Nc3ccc(-n4ccnc4C)cc3)C2)cn1 (centres undefined) | -3% | -9% | 13%
O=C(O)c1cccc(CSc2ncn[nH]2)c1 | 3% | 10% | 29%
Cc1c(C)c2cccnc2c2ncccc12 | 1.8µM* | -2% | 1.5µM*
Cc1cc(C(=O)Nc2ccccn2)cs1 | -5% | -1% | ?
O=C(N/N=C/c1cccs1)c1[nH]ncc1Br | -11% | -3% | 0%
CN(C)CCC=C1c2ccccc2C=Cc2ccccc21 | ? | -5% | 15µM*
CCN(CC(=O)Nc1ccc(NC(C)=O)cc1)C(=O)c1ccc(NC2CC2)c([N+](=O)[O-])c1 | -30% | -4% | ?
COc1ccc(OC)c(NC(=O)C2CCN(c3nc(C)cc(C)n3)CC2)c1 | -12% | -5% | -10%
COCCn1cnc2c1c(=O)n(Cc1ccc(C#N)cc1)c(=O)n2Cc1ccccc1 | -12% | -1% | -17%
CCC(CCC(=O)Nc1cccc([N+](=O)[O-])c1)C(=O)O (centres undefined) | 7% | -4% | 4%
CS(=O)(=O)N1CCc2cc(C(=O)Nc3cccc([N+](=O)[O-])c3)ccc21 | -27% | -2% | ?
O=C(N/N=C/c1cc([N+](=O)[O-])ccc1O)C12CC3CC(CC(C3)C1)C2 | ? | -7% | 23µM*
CSc1ccc(-c2c(C#N)c(N)nc3c2CCCC3)cc1 | 13% | -3% | 19%
COc1ccc(-c2cccc(NS(=O)(=O)c3cc([N+](=O)[O-])c(C)c([N+](=O)[O-])c3)c2)nn1 | ? | -4% | -28%
Nn1cnnc1N/N=C\c1ccc(-c2ccccc2[N+](=O)[O-])o1 | ? | -9% | -30%
Cc1oc(C(C)(C)C)cc1C(=O)N1CCN(c2ccc(C(F)(F)F)cn2)CC1 | -25% | -16% | ?
CCOc1ccc(CN2CCC(C(=O)Nc3cccc(-c4ccn[nH]4)c3)CC2)cc1Cl | ? | -2% | ?
O=C(COc1ccccc1F)Nc1ccccc1OCc1cc(=O)n2ccccc2n1 | 13% | -10% | -16%
CC1=C(C(N)=O)C(c2ccccc2)n2nc(-c3cccs3)nc2N1 (centres undefined) | -25% | ? | -17%
O=c1c2nnn(-c3cccc(F)c3)c2ncn1Cc1ccccn1 | 2% | -4% | -10%
CN(C)/N=C/C=C1\CC/C(=C\c2ccc(Br)cc2)C1=O | -30% | -4% | ?
O=C(O)CCC(=O)NCc1ccc2[nH]c3c(c2c1)CCCC3 | -4% | -5% | -2%
COc1cc(CNc2ccc(N3CCN(C(C)=O)CC3)cc2)ccc1OCc1ccc(F)cc1 | ? | -4% | 16µM*
CCOC(=O)c1c(NC(=O)CSc2ncccn2)sc2c1CCN(Cc1ccccc1)C2 | ? | -12% | ?
Cc1cc(C)c2c(n1)nn1c(C)c(CCC(=O)NCc3ccccc3Cl)c(C)nc21 | 4% | -7% | -18%
Cc1cccc(-n2c3nc(=O)n(C)c(=O)c-3cc3ccc(Cl)cc32)c1C | -4% | -3% | ?
COc1cc(C=O)c(Cl)cc1OCC(N)=O | -13% | 2% | 16%
Cc1ccc(NS(=O)(=O)c2c(C)[nH]c(C)c2C(=O)N2CCCCC2)cc1C | ? | -6% | -19%
CCOc1ccc(N2C(=O)Nc3ccccc3C2(O)C(=O)NCc2ccc(F)cc2)cc1 (centres undefined) | -1% | 2% | 9%
CC(=O)c1cc2c(cc1NC(=O)c1c(-c3ccccc3)noc1C)OCO2 | 8% | 2% | -8%
O=C1c2ccccc2C(=O)N1Cc1ccco1 | 8% | -7% | 17%
CCc1ccccc1NC(=O)C(NS(=O)(=O)c1ccc2c(c1)CCC(=O)N2)c1ccccc1 (centres undefined) | -29% | -3% | ?
CCCCNS(=O)(=O)c1ccc2nc(SCC(=O)Nc3ccccc3)[nH]c2c1 | -1% | 0% | 16µM*
Cc1cccc(C)c1NC(=O)CC12CCCN1CCC2 | ? | -6% | -20%
CCOC(=O)[C@H]1NN=C(C(=O)OC)[C@@H]1c1ccccc1 | -14% | -3% | -10%
CSCCC(NS(=O)(=O)c1ccc(Cl)c(Cl)c1)C(=O)O (centres undefined) | -4% | -5% | 20%
CCC1SC(CC)C(=O)N(CC(=O)NCc2ccc(F)cc2)C1=O (centres undefined) | 1% | -10% | 8%
CCOC(=O)c1ccc(N2C(=O)C(C)=C(C)C2=O)cc1 | -5% | -6% | -14%
COc1cc(C(O)c2nc(-c3cccc(C#N)c3)cs2)ccc1F (centres undefined) | ? | nt | ?
O=C(Nc1ccccc1)Nc1ccccc1C(=O)NCCCN1CCOCC1 | -4% | 0% | -20%
CC(CNC1CCCCC1)OC(=O)c1ccc([N+](=O)[O-])cc1 (centres undefined) | 6% | nt | 3%
Cc1cc(C)n2nc(S(=O)(=O)Nc3c(Cl)cccc3Cl)nc2n1 | -4% | 4% | -1%
CC(C)N(Cc1ccccc1)C(=O)c1cnc2n(c1=O)CCS2 | 13% | -1% | -2%
CC(=O)C(C)Sc1nnc(-c2ccccc2F)n1C1CC1 (centres undefined) | 3% | -9% | -19%
CCCCCN(C(=O)CN1CCC(Cc2ccccc2)CC1)c1c(N)n(CCCC)c(=O)[nH]c1=O | -30% | -2% | ?
N#CCCN(Cc1ccccc1)C(c1ccnc2ccccc12)c1nnnn1-c1ccc2c(c1)OCCO2 (centres undefined) | ? | nt | -88%
COc1ccc(Cl)cc1C(=O)OCC(=O)Nc1sccc1C(N)=O | -16% | -5% | -21%
CCSc1nc(COC(=O)NC)c(COC(=O)NC)n1C | 2.3µM* | nt | 5.2µM*
O=C(CCCCCNC(=O)c1ccccc1Cl)N/N=C/c1ccco1 | 5% | -10% | -1%
COc1ccc(NC(=O)c2ccccc2NC(=O)c2ccccc2)cc1 | -18% | 16% | ?
CC(C)NC(=S)NCc1cccs1 | -13% | -2% | 5%
CCOc1ccccc1-n1c(=O)c2ccccc2c2ccccc2c1=O | -2% | -6% | 1%
CCCCOc1ccc(C(=O)NCc2nnnn2-c2ccc(C)c(C)c2)cc1 | 16µM* | -12% | ?
COc1ccc([C@@H]2CC(=O)[C@@H]3CN(S(=O)(=O)c4ccc(C)cc4)[C@H](c4cccc(Cl)c4)C[C@@H]3N2S(=O)(=O)c2ccccc2)cc1 | -6% | nt | -15%
COC(=O)c1c(NC(C)=O)sc(C(=O)N2CCOCC2)c1C | -1% | -5% | 6%
CCCNC(=O)CN1C(=O)COc2ccc(S(=O)(=O)N3CCCCCC3)cc21 | 1%&-20% | -4%&-2% | 1%&8%
COCCn1c(=NC(=O)c2cc(-c3cccs3)nc3ccccc23)sc2cc(S(N)(=O)=O)ccc21 | ? | -16% | ?
CC1C(=O)N(Cc2cn(CCC3OCCCO3)nn2)CCS(=O)(=O)N1Cc1ccc(-c2cccc(CO)c2)cc1 (centres undefined) | -22% | nt | ?
CCOc1ccccc1N1CC(c2nc3ccccc3n2CCCCOc2ccccc2)CC1=O (centres undefined) | -7% | -15% | -8%

Continuation:
smiles | TDP1 cell CPT | KAT2A inh | DT40 TDP1 no CPT
COc1ccc(N2CCN(C(=O)CN(c3ccccc3)S(C)(=O)=O)CC2)cc1 | ? | -5% | -14%
O=c1oc2ccccc2cc1-c1ccc(O)cc1 | -13% | 3% | -13%
O=C(O)CNc1nc(Cl)ccc1[N+](=O)[O-] | 1% | -13% | 21%
C/C(=N\NC1=NCCN1)c1ccccc1 | 5% | -3% | ?
O=C(Cc1ccccc1[N+](=O)[O-])OCC(=O)c1c[nH]c2ccccc12 | -1% | -1% | -8%
COCCn1c(C)cc(/C=C(\C#N)C(=O)OCC(=O)Nc2ccc(S(N)(=O)=O)cc2)c1C | -22% | -5% | -24%
O=C(Nc1ccc(F)c(Cl)c1)c1csc([C@@H]2O[C@H](CO)[C@H](O)[C@H](O)[C@H]2O)n1 | 1% | nt | 2%
Cc1cc(C)c2nc(C)cc(Nc3ccc(C(=O)NCCO)cc3)c2c1 | -5% | -9% | ?
CCCc1c(C(=O)N2CCN(c3ccccc3OC)CC2)cnn1-c1ccccc1 | ? | -5% | 18µM*
CC(C)n1cnc2c(NCc3ccccc3)cc(N[C@H](C)CO)cc21 | 2.3µM* | -10% | 4.6µM*
C[C@H](CO)N1C[C@H](C)[C@@H](CN(C)Cc2ccc3c(c2)OCCN3C)OCc2cnnn2CCCC1=O | ? | nt | -4%
O=C(CSc1ccccc1)NCCSCc1ccccc1 | -9% | 0% | -20%
CSc1ncccc1C(=O)OCC(=O)c1ccc(C)s1 | -1% | 2% | -15%
Cc1cc2nnc(SCC(=O)N3CCOCC3)n2c2ccccc12 | 4% | -6% | -7%
CCCCc1cc(=O)oc2c(CN(C)C)c(O)c(Cl)cc12 | -26% | ? | -7%
C/C=C(\C)CN1CCC(n2nccc2NC(=O)c2ccc(OC)cc2)CC1 | -18% | -25% | 4%

Screening results as filed in PubChem BioAssay.
